# Vif-APOBEC3F blk: Vif-A3F binding inhibition; HeLa A3F-eYFP + Vif (tagged APOBEC3F with the HIV-1 protein that degrades it), YFP fluorescence increase; Potency, µM (highest dose often 46.1 µM), inactives show at the highest dose activity, negative = active; 390,000 compounds, 0.2% hits; note: potency is the fitted concentration of half-maximal effect; % of control where 0% means no effect; nearly all actives have a fitted effect of over 65% in size
#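 Fluorescence increase (Ex 488/Em 500-530) after overnight compound treatment at 37 deg C flags inhibition of Vif-driven A3F-eYFP loss in stable HeLa A3F-eYFP/Vif cells seeded overnight beforehand.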
# USP1 inh: USP1/UAF1 (human) deubiquitinase inhibition | AID 743255 | 390,000 compounds, 0.23% hits | recombinant USP1/UAF1, Ub-Rhodamine cleavage fluorescence | O94782 | Potency, µM (top dose mostly 57.1 µM), without a hit: top-dose activity change, negative = inhibition, usual class: inhibitors; note: potency is the fitted concentration of half-maximal effect; % is set by controls: 0 for no effect and ±100 for the full control effect; nearly all actives have a fitted effect of over 60% in size; inactives centre near -12
#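 1 nM enzyme complex + cpd, 15 min RT; start with Ub-Rho 150nM final; kinetic fluorescence ex 480/em 540, 6 reads q60 s. Buffer 50mM HEPES pH 7.8, 0.5mM EDTA, 0.1 mg/ml BSA, 1mM TCEP, 0.01% Tween-20.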
# GRP78 ERSR act: induces the endoplasmic reticulum stress response in human glioma cells. U87-MG GRP78 promoter luciferase reporter, 16 h. 420,000 compounds, 0.02% hits. Potency, µM, for the others: at the highest dose activation, usual class: activators. AID 602332; note: potency is the fitted concentration of half-maximal effect; series mostly up to about 76 µM; % of control where 0% means no effect; nearly all actives have a fitted effect of over 35% in size
#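 Stably transfected U87-MG human glioma cells carrying a GRP78-based luminescent sensor were seeded at 1000 cells/well, pin-dosed with compounds and incubated 16 h. Luciferase reagent was then added, and end-point luminescence was read after 10 min at room temperature.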
# rTrxR1 inhibitor: blocks rat thioredoxin reductase 1 | O89049 | recombinant rTrxR1, NADPH fluorescence consumption, selenite substrate | Potency, µM (series often up to 114 µM), for the others: top-dose activity change, negative = inhibition, usual class: inhibitors | 390,000 compounds, 1% hits | AID 588453; note: potency is the fitted concentration of half-maximal effect; % is set by controls: 0 for no effect and ±100 for the full control effect; nearly all actives have a fitted effect of over 65% in size
# Target sequence (O89049 whole entry, looked up): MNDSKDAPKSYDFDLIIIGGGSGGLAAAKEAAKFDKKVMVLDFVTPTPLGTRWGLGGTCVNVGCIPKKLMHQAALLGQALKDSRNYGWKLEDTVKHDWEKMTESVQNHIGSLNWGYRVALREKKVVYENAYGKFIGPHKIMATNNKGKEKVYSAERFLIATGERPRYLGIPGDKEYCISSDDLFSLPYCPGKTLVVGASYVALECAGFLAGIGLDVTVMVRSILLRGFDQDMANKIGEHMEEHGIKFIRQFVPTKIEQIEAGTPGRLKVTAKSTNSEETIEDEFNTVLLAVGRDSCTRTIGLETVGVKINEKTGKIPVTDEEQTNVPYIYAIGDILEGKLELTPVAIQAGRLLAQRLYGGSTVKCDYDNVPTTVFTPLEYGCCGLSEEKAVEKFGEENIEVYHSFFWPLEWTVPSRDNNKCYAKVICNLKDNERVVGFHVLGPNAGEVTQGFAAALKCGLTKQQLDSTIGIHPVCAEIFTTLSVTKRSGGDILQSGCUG
#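 Rat TrxR1 (90 nM in the dispensed reagent) was pre-reduced with 400 uM NADPH for 5 min at room temperature, then incubated with compound for 15 min. After 400 uM selenite was added, NADPH fluorescence (Ex 340/Em 450 nm) was followed for 8 min.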
# RGS4 inh: inhibitors of human regulator of G protein signaling 4 | Potency, µM (highest dose often 114 µM), for the others: top-dose activity change, negative = inhibition, usual class: inhibitors | Transcreener GDP fluorescence polarization, RGS4-accelerated GTP hydrolysis | P49798 | 390,000 compounds, 0.039% hits; note: potency is the fitted concentration of half-maximal effect; % is set by controls: 0 for no effect and ±100 for the full control effect; nearly all actives have a fitted effect of over 75% in size; some results filed as inactive show a strong effect at the top dose
#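 MLSMR compounds (23 nl, pin-transferred) preincubated 10 min at room temperature with a 500nM (2x) first reagent, then RGS4 at 900nM (2x) plus Transcreener GDP mix added; fluorescence polarization (620/688 nm) read before and after 90 min at 30 °C.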
# Vif-A3G inh: blocks the Vif interaction with human APOBEC3G; Q9HC16; HeLa A3G-eYFP + Vif (tagged APOBEC3G with the HIV-1 protein that degrades it), YFP fluorescence, overnight; Potency, µM (titrated, usually from 46.1 µM), for the others: at the highest dose activity, negative = active, hits mostly inhibitors; 410,000 compounds, 0.076% hits; AID 602310;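 note: potency is the fitted concentration of half-maximal effect; % is set by controls: 0 for no effect and ±100 for the full control effect; nearly all actives have a fitted effect of over 60% in size; hits raise eYFP signal because A3G escapes Vif-driven loss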
#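 Read-out is eYFP fluorescence (Ex 488/Em 500-530) from Vif-expressing HeLa A3G-eYFP cells; more signal means A3G escaped Vif-mediated degradation. Cells plated overnight, compound pinned in, incubated overnight at 37 deg C.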
# mIDH1 inhibitor: inhibitors of human mutant IDH1 R132H; O75874; IDH1-R132H enzyme, NADPH consumption, diaphorase/resazurin fluorescence; Potency, µM (top dose mostly 76.6 µM), for the others: top-dose activity change, negative = inhibition, hits mostly inhibitors; 390,000 compounds, 0.093% hits; note: potency is the fitted concentration of half-maximal effect; % is set by controls: 0 for no effect and ±100 for the full control effect; nearly all actives have a fitted effect of over 65% in size
# Target sequence (O75874 whole entry R132H, stated change not applied): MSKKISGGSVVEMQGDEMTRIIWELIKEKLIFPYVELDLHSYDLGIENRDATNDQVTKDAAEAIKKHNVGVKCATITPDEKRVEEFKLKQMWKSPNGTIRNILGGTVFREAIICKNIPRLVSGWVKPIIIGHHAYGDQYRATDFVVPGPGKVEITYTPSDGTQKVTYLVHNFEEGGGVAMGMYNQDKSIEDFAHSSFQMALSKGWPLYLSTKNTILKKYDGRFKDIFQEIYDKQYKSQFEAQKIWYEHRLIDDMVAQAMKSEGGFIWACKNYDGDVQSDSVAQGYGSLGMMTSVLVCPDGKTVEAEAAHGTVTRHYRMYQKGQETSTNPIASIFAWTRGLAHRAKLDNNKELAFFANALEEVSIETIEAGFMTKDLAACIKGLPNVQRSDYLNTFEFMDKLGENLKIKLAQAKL
#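 IDH1-R132H (0.5 ug/mL dispensed) in pH 7.5 Tris buffer was preincubated 30 min with compound, then given a substrate mix of 0.016 mM NADPH and 2 mM alpha-KG for 80 min at room temperature; remaining NADPH was read by diaphorase/resazurin fluorescence.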
# TrxR1 substrate: rat thioredoxin reductase 1 substrate activity. purified TrxR1 substrate turnover, NADPH consumption readout. Potency, µM (top dose mostly 114 µM), for inactives: at the top dose activity change, negative = substrate turnover. 390,000 compounds, 0.01% hits; note: potency is the fitted concentration of half-maximal effect; % is set by controls: 0 for no effect and ±100 for the full control effect; nearly all actives have a fitted effect of over 50% in size
#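 Rat TrxR1, dispensed at 90 nM, was prereduced with 400 uM NADPH (final) for 5 min at ~22 deg C, then incubated with compound 15 min before 400 uM selenite. A first-read NADPH fluorescence drop versus no-compound background flagged substrates.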
# LDHA inh: inhibitors of human lactate dehydrogenase A | P00338 | purified LDHA, NADH/diaphorase-resazurin fluorescence; hits give low values | activity change, % (values are at about 110 or 230 µM) | 480,000 compounds, 0.15% hits | AID 1347041; in the data active = activity change below about -30%; inconclusive = mostly about -25% to -30%;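 note: plate controls were DMSO wells for no effect and wells without enzyme for full effect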
#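 LDH5 2 nM; NADH 0.06 mM, pyruvate 0.2 mM; 200 mM Tris pH 7.4, EDTA, Tween-20; 5 min RT. Detection: diaphorase 0.133 mg/mL + resazurin 37 µM, fluorescence ex540/em590 at 0 and 20 min; normalized to enzyme-free and DMSO wells.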
# An asterisk follows results filed as active; ? = inconclusive; . = not tested or not shown; & = joins results of further samples; [ ] = dose if it differs, or a comment. Unless noted, calls come from the whole dose curve; as a rule, active = well fitted curve in the direction sought with a large enough effect; inconclusive = small, poorly fitted or top-dose-only effect, or another doubt; inactive = no such curve, though single readings can be large; an effect the other way counts as inactive or inconclusive.
Molecule,Vif-APOBEC3F blk,LDHA inh,mIDH1 inhibitor,GRP78 ERSR act,RGS4 inh,USP1 inh,TrxR1 substrate,rTrxR1 inhibitor,Vif-A3G inh
Cc1cccc(OCC(=O)Nc2ccc(N3CCN(S(C)(=O)=O)CC3)cc2)c1C,0%,-16,-1%,1%,36%,-4%,9%[57.1 µM],33%[activator][57.1 µM],3%
COC(=O)c1ccc(OCC(=O)NC2CCCCCCC2)cc1,-5%,1,0%,0%,-7%,2%,-8%,0%,2%
NS(=O)(=O)c1ccc(NC(=O)COC(=O)COc2ccc(Cl)cc2)cc1,0%,-4,-5%,3%,11%,0%,4%[57.1 µM],-10%[57.1 µM],-1%
O=C(CCS(=O)(=O)c1ccccc1)Nc1ccc(S(=O)(=O)Nc2nccs2)cc1,-13%,-7,0%,-3%,-3%,1%,8%[57.1 µM],3%[57.1 µM],-1%
O=C(COC(=O)c1ccccn1)Nc1ncc(C(F)(F)F)cc1Cl,-5%,-5,0%,-4%,-2%,-13%,-1%,-12%,-4%
O=C1OC(NCc2cccnc2)(c2ccc(Cl)cc2)c2ccccc21 (stereo unspecified),-2%,-4,-1%,-6%,11%,-1%,2%[57.1 µM],12%[57.1 µM],1%
C=CCc1cc(Cl)ccc1OCCN1CC(C)OC(C)C1 (stereo unspecified),-15%,-13,11%,4%,2%,-8%,14%[57.1 µM],43%[activator][57.1 µM],-6%
CCc1ccc(C(C(=O)NCCOC)N(C(=O)Cn2nnc3ccccc32)c2cccnc2)cc1 (stereo unspecified),1%,3,11%,-6%,-1%,-5%,-8%,-6%,-3%
COc1cccc(CN(C)C(=O)C2CCN(S(=O)(=O)c3ccc(C)cc3)CC2)c1OC,-5%,-1,1%,-4%,9%,-1%,0%,13%,-1%
CCN(CC)S(=O)(=O)c1ccc2nc(NC(=O)c3ccccc3OC)sc2c1,-4%,3,4%,1%,-33%,-27%,9%[57.1 µM],10%[57.1 µM],-4%
CCN(CC)CC(C)OC(=O)c1cc(OC)c(OC)c(OC)c1 (stereo unspecified),-4%,0,0%,-2%,4%,5%,-1%,8%,1%
CCOc1cc(C(=O)Nc2ccccc2N2CCN(S(C)(=O)=O)CC2)cc(OCC)c1OCC,9%,-6,-5%,-2%,-8%,-10%,-5%,1%,0%
Cc1ccc(S(=O)(=O)NCC(=O)OCc2ccccc2Br)cc1,13%,-3,-6%,-3%,38%,-14%,-6%,5%,0%
CC(C)N(Cc1ccccc1)C(=O)CN1C(=O)NC2(CCOc3ccccc32)C1=O (stereo unspecified),-8%,-10,-8%,-2%,6%,-2%,3%,22%,-10%
COc1cccc(/C=C/C(=O)OCC(=O)Nc2nnc(-c3ccccc3)o2)c1,-25%,1,0%,-6%,7%,-18%,37%[activator],16%,0%
NC1CCc2ccc([N+](=O)[O-])cc21 (stereo unspecified),.,-7,.,-2%,.,.,-3%,13%,4%
COc1ccc(S(=O)(=O)Nc2ccc(C)cn2)cc1,3%,-4,1%,0%,-9%[56.9 µM],-13%,23%,-29%,-1%
CCC(=O)N1CCN(c2ccccc2NC(=O)COc2ccccc2Cl)CC1,4%,4,5%,-2%,1%,-3%,2%[57.1 µM],16%,-8%
CN(CC(=O)Nc1ccc(F)cc1)C(=O)COC(=O)/C=C/c1ccccc1[N+](=O)[O-],2%,-6,1%,1%,0%,-11%,-1%,29%,0%
CCOc1ccc(NC(=O)CNC(=O)c2ccc([N+](=O)[O-])cc2)cc1,6%,-1,3%,-4%,-3%,-16%,4%[57.1 µM],3%[57.1 µM],-2%
NNC(=O)c1ncoc1-c1ccc(Cl)cc1,-1%,-5,3%,-4%,27%,-12%,2%,23%,-2%
C=CCn1c(N2CCCC2)nc2c1c(=O)n(C)c(=O)n2C,1%,-1,3%,-3%,-32%,-8%,-9%,13%[57.1 µM],1%
CC1CCN(C(=O)Cn2nnc(-c3ccc(C(C)C)cc3)n2)CC1,-1%,0,15%,2%,-7%,-24%,-6%,13%,0%
COC(=O)c1ccc(COc2ccccc2/C=N/O)o1,4%,-4,-1%,4%,-20%,-5%,-8%[57.1 µM],8%[57.1 µM],-9%
CCOC(=O)c1ccc(NC(=S)N(CCCN(CC)CC)Cc2ccco2)cc1,5%,-6,19%,5%,-7%,-11%,12%[57.1 µM],12%[57.1 µM],-2%
CC1=NN(c2ccccc2)C(=O)/C1=C\c1cc(C)n(-c2ccccc2)c1C,-9%,-5,1%,0%,-20%,-19%,-7%,-3%,3%
Cn1cnc(S(=O)(=O)N2CCCC(C(=O)Nc3ccc(F)cc3Cl)C2)c1 (stereo unspecified),3%,-7,-8%,-2%,-11%,-23%,2%[57.1 µM],15%[57.1 µM],11%
COc1ccc(C2=NOC(C(=O)N(C)Cc3ccccc3)C2)cc1 (stereo unspecified),0%,-8,-6%,-1%,6%,-23%,2%,16%,-7%
N#CC1(c2ccccc2)CCC(=NNS(=O)(=O)c2ccccc2)CC1 (stereo unspecified),-2%,1,1%,-5%,-12%,-18%,6%,-2%,-2%
Cc1ccc(/C=N/NC(=O)CNC(=O)c2ccc(S(=O)(=O)N(C)C)cc2)o1,-10%,-3,-7%,-1%,10%,-5%,2%,0%,-1%
CC(C)CC(=O)NC(c1ccccc1)c1c(O)ccc2ccccc12 (stereo unspecified),6%,-5,2%,-4%,13%,-26%,8%[57.1 µM],3%[57.1 µM],-2%
CCOc1ccc(NC(=O)CCn2c(=S)oc3ccccc32)cc1,8%,-4,4%,-3%,-13%,-18%,5%[57.1 µM],7%[57.1 µM],2%
Cc1cc(C(=O)CSc2nnnn2C)c(C)n1Cc1ccco1,-8%,-4,-4%,5%,-6%,-6%,-5%,-6%,5%
COc1cc(OC)cc(C(=O)NCCSC2CCCCC2)c1,2%,4,13%,1%,-5%,-13%,-4%,6%,-4%
COc1ccc(C(=O)Nc2ccc(S(=O)(=O)Nc3cc(C)nc(C)n3)cc2)cc1,-6%&3%,2&0,8%&0%,-3%&-4%,-11%[11.4 µM],-7%&-22%,6%&4%,7%&6%,0%&-3%
COc1ccc(C(CC(=O)O)NC(=O)OC(C)(C)C)cc1 (stereo unspecified),-3%,-1,5%,-1%,-9%,-17%,9%,10%,0%
COc1cc2cc(C(c3nnnn3C3CCCC3)N3CCCCCC3)c(=O)[nH]c2cc1OC (stereo unspecified),?,3,1%,-3%,-28%,-17%,22%,?,-5%
CCc1ccc(NC(=O)CS(=O)CC(=O)NCC2OCCc3ccccc32)cc1 (stereo unspecified),-5%,-1,4%,-2%,-25%,-16%,6%[57.1 µM],1%[57.1 µM],-4%
COc1ccccc1NC(=O)CSc1nnc(CCNC(=O)c2ccc(C)cc2)n1C,0%,-1,15%,-6%,-11%,-13%,-6%,0%[57.1 µM],-2%
O=[N+]([O-])c1ccc2c(c1)C(O)n1ncnc1S2 (stereo unspecified),5%,-1,17%,-1%,-11%,-5%,-13%,29%[57.1 µM],0%
COc1ccc(C(=O)Nc2cccc(C(C)=O)c2)cc1OC,0%,-9,5%,5%,16%,1%,10%[57.1 µM],22%,3%
O=C(NCCc1csc(-c2cccnc2)n1)c1cccc(C(F)(F)F)c1,0%,-8,-9%,-4%,22%,-12%,12%[57.1 µM],36%[57.1 µM],-2%
CCCNC(=O)c1nnsc1S(=O)(=O)c1ccc(Cl)cc1,-2%,-2,-1%,-13%,?,-6%,3%[57.1 µM],?,-11%
COC(=O)c1c(-c2ccccc2)csc1N1C(=O)Nc2ccccc2N1O,2%,0,-8%,2%,-11%,-9%,-3%,14%,-3%
O=P(O)(O)c1ccccc1OCCCCCOc1ccccc1P(=O)(O)O,-17%,3,3%,-2%,-6%,-14%,9%[57.1 µM],24%[57.1 µM],1%
Cc1cc(C)c(NC(=O)CN2C(=O)NC3(CCc4ccccc43)C2=O)c(Cl)c1 (stereo unspecified),0%,-5,-2%,4%,2%,-19%,8%,36%[activator],-2%
Cc1ccc(S(=O)(=O)NN=CC=CC=NNS(=O)(=O)c2ccc(C)cc2)cc1,?,3,-4%,6%,.,-19%,.,.,-3%
CCOC(=O)c1ccc(CNCc2ccc(C)cc2)cc1,-16%,1,-4%,0%,-18%,5%,-10%,-4%,2%
CC(C)(C)NC(=O)[C@]1(C)CCC[C@@]2(C)C3CC[C@@]4(C)C[C@]3(CCC21)CC4=O (stereo partly specified),1%,4,19%,-2%,-28%,-8%,8%[57.1 µM],25%[57.1 µM],0%

# A portion of the library; count on the stated rates, not on these rows.
